Tb MetRS inh = Trypanosoma brucei MetRS inhibition; actives 0.4% (n = 360,000); inhibition, % at 11.9 µM; purified T. brucei MetRS, ATP depletion, Kinase-Glo luminescence;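 active = inhibition above a per-plate cutoff of the control wells' mean inhibition plus 3 SD, cut at about 5.5% in these data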;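 also: 0% = DMSO wells median and 100% = median of wells with control inhibitor compound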
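Dosing: 11.9 µM compound single dose, 0.9% DMSO; Assay system: purified T. brucei MetRS enzyme; Measured by: Kinase-Glo luciferase luminescence reporting remaining unconsumed ATP; Schedule: 15 min plus 2 h at 25 °C.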
STEP block = STEP (human) phosphatase inhibition. AID 588621. inhibition, % at 20 µM. recombinant STEP, OMFP fluorogenic substrate, fluorescence. actives 0.25% (n = 360,000);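 active = inhibition at 20 µM, scaled per plate between control wells, above about 37%, limit read from the data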;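 also: 0% = DMSO with enzyme and substrate and 100% = substrate only without enzyme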
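System: isolated STEP enzyme; schedule: 20 min enzyme reaction at room temperature, protected from light; medium: Bis-Tris buffer pH 6.0, 2.5 mM DTT, 0.005% Tween 20; signal: fluorescence, 480/540 nm; dosing: single compound dose of 20 µM, 1% DMSO final; also added: OMFP substrate, 25 µM final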
DNMT1 block = DNMT1 (human) enzyme inhibition; AID 588458; actives 0.83% (n = 360,000); inhibition (reported as % activation of signal), % at 10 µM; DNMT1 molecular beacon, Hinp1I cleavage, fluorescence; in the data active = inhibition above about 50%
LMPTP inh = blocks human LMPTP phosphatase; actives 0.22% (n = 360,000); AID 651560; inhibition, % at 20 µM; recombinant LMPTP-A, OMFP fluorogenic substrate, fluorescence intensity; P24666;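 active = compounds that cut the enzyme signal by at least half of the control window in the single-dose screen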;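 also: plate controls were DMSO wells with enzyme plus substrate for no effect and substrate without enzyme for full effect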
Target sequence (P24666 whole entry, looked up): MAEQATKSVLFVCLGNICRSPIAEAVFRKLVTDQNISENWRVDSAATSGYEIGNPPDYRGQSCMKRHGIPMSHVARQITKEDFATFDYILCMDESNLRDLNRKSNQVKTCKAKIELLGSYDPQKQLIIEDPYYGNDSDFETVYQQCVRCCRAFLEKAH
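Test system – LMPTP-A phosphatase enzyme · Quantity – 0.625 nM LMPTP-A final · Reagent – OMFP substrate, 400 µM final · Dosing – one test concentration per compound, 20 µM, with 3% DMSO overall · Timing – 50 min enzyme reaction at room temperature, protected from light · Detection – fluorescence intensity · Controls – substrate-only low control, DMSO enzyme-plus-substrate high control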
Neddylation inh = cullin neddylation inhibition; P61081+Q13564; TR-FRET cullin neddylation, biochemical; calls only at 25 µM; actives 0.58% (n = 360,000); AID 651699; in the data active = inhibition above about 36%
Target sequence (P61081 whole entry, looked up): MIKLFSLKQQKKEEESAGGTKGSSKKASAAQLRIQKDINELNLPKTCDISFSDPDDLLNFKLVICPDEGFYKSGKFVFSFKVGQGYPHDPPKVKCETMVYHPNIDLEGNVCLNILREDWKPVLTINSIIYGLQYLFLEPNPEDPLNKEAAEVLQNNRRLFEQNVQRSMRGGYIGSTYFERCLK
Target sequence (Q13564 whole entry, looked up): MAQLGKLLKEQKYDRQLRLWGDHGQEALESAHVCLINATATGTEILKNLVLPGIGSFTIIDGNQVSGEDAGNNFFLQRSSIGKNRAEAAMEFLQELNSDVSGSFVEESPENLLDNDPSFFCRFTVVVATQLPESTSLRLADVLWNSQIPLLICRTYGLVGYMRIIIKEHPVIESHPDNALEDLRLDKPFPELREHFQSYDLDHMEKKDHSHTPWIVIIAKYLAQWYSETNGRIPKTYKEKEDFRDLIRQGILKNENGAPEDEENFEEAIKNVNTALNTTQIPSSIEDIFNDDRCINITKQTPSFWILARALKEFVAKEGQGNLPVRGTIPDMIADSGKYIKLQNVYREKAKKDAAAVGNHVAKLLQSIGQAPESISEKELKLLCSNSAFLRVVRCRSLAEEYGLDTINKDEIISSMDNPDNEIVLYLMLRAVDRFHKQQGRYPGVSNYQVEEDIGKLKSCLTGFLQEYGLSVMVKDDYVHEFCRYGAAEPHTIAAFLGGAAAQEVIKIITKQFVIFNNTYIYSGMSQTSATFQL
Scp1 inh = Scp-1 (human) phosphatase inhibition | Q9GZU7 | Recombinant Scp1, phosphopeptide, malachite green phosphate absorbance | inhibition, % at 20 µM | actives 0.88% (n = 340,000) | AID 493091;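 active = inhibition above about 50% at 20 µM, limit read from the data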;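 also: plate controls were DMSO wells with enzyme for no effect and wells lacking enzyme for full effect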
Target sequence (Q9GZU7 76-261 limits assumed): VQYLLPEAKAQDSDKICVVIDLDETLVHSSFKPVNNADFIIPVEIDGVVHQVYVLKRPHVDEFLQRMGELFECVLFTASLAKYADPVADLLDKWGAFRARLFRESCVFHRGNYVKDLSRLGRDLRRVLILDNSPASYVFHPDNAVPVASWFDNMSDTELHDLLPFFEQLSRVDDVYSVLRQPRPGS
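assay system = SCP-1 phosphatase catalytic domain, residues 76-261 | buffer or medium = 50 mM Tris acetate pH 5.5, 0.005% Tween-20, 10 mM MgCl2 | incubation = enzyme reaction 45 min at room temperature, colour 5 min, stabilisation 30 min | signal = Phosphate-binding colour reagent, absorbance read at 630 nm | measure = % inhibition at 20 µM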
NRP1-CendR mod = NRP-1/CendR interaction modulation; FAM-RPARPAR peptide binding to NRP-1, fluorescence polarization; inhibition, % at 25 µM; actives 0.85% (n = 360,000);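 active = inhibition or corrected inhibition above about 18%, plus a signal ratio from 0.5 to 1.5, limit read from the data, passing the limit was not always enough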; also: strong numbers were not always called active
SKN-1 block = inhibitors of C. elegans SKN-1 | inhibition, % at 21.8 µM | C. elegans VP596 Pgst-4::GFP/RFP ratio, acrylamide-induced, 24 h | actives 0.49% (n = 360,000);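 active = interference check ratio from 0.5 to 1.5 plus GFP to RFP signal ratio inhibition reaching or exceeding a fixed threshold, cut at about 30% in these data, passing the limit was not always enough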; also: some compounds called inactive have numbers as strong as hits
SUMO1-SIM PPI = modulators of human SUMO1-mediated protein-protein interactions; P63165; SUMO1 binding to a labelled peptide, TR-FRET, 1 h; inhibition, % at 20 µM; actives 0.33% (n = 360,000); AID 602429; in the data active = inhibition above about 37%
NadD inh = inhibitors of Staphylococcus aureus NadD | purified NadD enzyme, colorimetric absorbance read-out | inhibition, % at 20 µM | actives 0.78% (n = 360,000); in the data active = inhibition above about 26%; also: some compounds past the cut are filed as inactive
An asterisk follows results filed as active; i = inactive; x = not tested or not shown; + = active, no number.

SMILES	Tb MetRS inh	STEP block	DNMT1 block	LMPTP inh	Neddylation inh	Scp1 inh	NRP1-CendR mod	SKN-1 block	SUMO1-SIM PPI	NadD inh
Cc1ccc(-c2nc(N/N=C/c3cccc([N+](=O)[O-])c3)c3ccccc3n2)cc1	0.0	0.6	38.0	3.2	i	-2.7	-3.0	14.9	1.0	-0.6
CC(Oc1ccc(F)cc1)C(=O)Nc1cc(S(=O)(=O)N2CCCCC2)ccc1N1CCN(C)CC1 (stereo not drawn)	-0.1	0.2	-1.7	0.0	i	-8.1	6.5	-8.4	-1.8	0.1
CCOc1ccccc1/C=C(/C#N)C(N)=O	-0.6	0.7	-1.1	0.2	i	14.9	0.1	7.9	-10.3	-7.6
CCOc1ccc(NS(=O)(=O)c2ccc(OCC(=O)NCc3ccncc3)cc2)cc1	0.7	1.2	1.1	0.7	i	-4.5	13.4	-8.7	0.9	0.8
COc1ncc(-c2ccc(N3C(c4ccsc4)=Cc4ccccc4C3CC(C)=O)cc2)cn1 (stereo not drawn)	-0.9	x	x	2.1	i	x	-2.8	0.8	-5.4	16.9
CN(C)C(=O)CSc1nnc(Cc2ccc([N+](=O)[O-])cc2)o1	-0.2	-0.7	3.2	-0.7	i	-5.2	4.5	2.8	-16.7	-0.2
COC(=O)c1sc(NC(=O)c2ccncc2)nc1C	-0.2	-1.5	2.2	-2.9	i	-9.6	13.6	21.8	-0.6	-2.5
O=C(CN1C(=O)CSc2cc(S(=O)(=O)N3CCCCCC3)ccc21)NCCc1ccccc1	-0.8	2.8	-3.5	0.4	i	2.4	-2.2	2.6	-3.1	-3.8
CC1(c2ccccc2)C(C#N)C(=O)NC(=O)C1C#N (stereo not drawn)	-0.4	0.4	-1.2	-0.1	i	0.5	-10.9	-5.9	-2.7	-0.4
N#Cc1cccc(NC(=O)COC(=O)C2CCC2)c1	0.1	-1.1	3.4	-0.7	i	-3.5	2.2	8.5	4.6	-4.6
COC(=O)c1sccc1NC(=O)c1ccoc1C	-0.6	-1.7	0.9	0.6	i	-7.2	1.0	6.3	-2.2	3.9
Cc1nc(N2CCN(C(=O)c3cccs3)CC2)c2c3c(sc2n1)CCCC3	-0.2	1.9	-1.4	3.1	i	12.5	-3.5	-0.4	8.7	-2.0

Entries listed so far containing four or more nitrogen atoms:
SMILES	Tb MetRS inh	STEP block	DNMT1 block	LMPTP inh	Neddylation inh	Scp1 inh	NRP1-CendR mod	SKN-1 block	SUMO1-SIM PPI	NadD inh
Cc1ccc(-c2nc(N/N=C/c3cccc([N+](=O)[O-])c3)c3ccccc3n2)cc1	0.0	0.6	38.0	3.2	i	-2.7	-3.0	14.9	1.0	-0.6
CC(Oc1ccc(F)cc1)C(=O)Nc1cc(S(=O)(=O)N2CCCCC2)ccc1N1CCN(C)CC1 (stereo not drawn)	-0.1	0.2	-1.7	0.0	i	-8.1	6.5	-8.4	-1.8	0.1
CN(C)C(=O)CSc1nnc(Cc2ccc([N+](=O)[O-])cc2)o1	-0.2	-0.7	3.2	-0.7	i	-5.2	4.5	2.8	-16.7	-0.2
Cc1nc(N2CCN(C(=O)c3cccs3)CC2)c2c3c(sc2n1)CCCC3	-0.2	1.9	-1.4	3.1	i	12.5	-3.5	-0.4	8.7	-2.0

Further structures follow.
SMILES	Tb MetRS inh	STEP block	DNMT1 block	LMPTP inh	Neddylation inh	Scp1 inh	NRP1-CendR mod	SKN-1 block	SUMO1-SIM PPI	NadD inh
CCOc1ccc(N=C2NC(=O)SC2CC(=O)OC)cc1 (stereo not drawn)	0.1	-3.2	1.2	0.1	i	-6.2	-2.1	5.6	3.5	0.6
COc1ccc(C(=O)NC(=S)NCc2cccnc2)cc1OC	-0.1	0.7	-1.0	1.8	i	-4.7	4.5	-1.3	1.9	-2.6
C/C(=N\NS(=O)(=O)c1ccccc1)c1cccc(NC(=O)c2cccc(Cl)c2)c1	0.1	-2.7	-7.8	2.3	i	-8.0	-16.0	3.3	4.9	0.6
COc1cc(NC(=O)CCc2nnc3ccc(N4CCC5(CC4)OCCO5)nn23)cc(OC)c1	-0.9	-1.9	-1.6	-1.6	i	5.9	-2.5	-22.3	6.6	-7.1
CCOC(=O)C1CCCN(C(=O)c2cc(S(=O)(=O)N3CCCCC3)ccc2C)C1 (stereo not drawn)	0.7	6.6	0.4	-0.5	i	-5.2	3.1	-9.2	-1.1	-4.0
CC(C)CNS(=O)(=O)c1ccc(CCC(=O)N2CCN(Cc3ccccc3)CC2)cc1	0.6	0.1	-1.7	-1.3	i	-6.1	0.6	-1.6	-1.0	-1.8
O=C1CSC(c2cccc(F)c2)N1c1c(F)cccc1F (stereo not drawn)	-0.6	0.0	0.4	-0.6	i	1.4	-3.4	0.2	8.7	0.7
COC(=O)CN1C(=O)COc2ccc(S(=O)(=O)N3CCCCCC3)cc21	-0.6	-1.1	1.0	-1.6	i	-5.1	-3.2	8.7	2.8	0.9
C/C(=N/N=C1/NC(=O)CC(C(=O)Nc2ccccc2)S1)c1cccs1 (stereo not drawn)	-0.3	-4.9	-1.6	0.2	i	-3.4	-10.9	8.8	-3.4	-2.6
O=C(Nc1nnc(C2CC2)s1)C1CCCCC1	-0.3	0.0	5.5	1.5	i	-2.2	2.5	8.2	0.0	-11.1
COc1ccccc1N1CCN(Cc2cc3c(cc2Br)OCCO3)CC1	-0.1	-1.1	2.4	0.6	i	-12.4	2.6	-2.7	-0.6	-1.4
Cn1c(-c2c(N)n(CCc3ccccc3)c3nc4ccccc4nc23)nc2ccccc21	-0.2	-0.6	-5.3	2.0	x	-2.2	-52.1	19.2	15.0	10.4
COc1cc(/C=C2\CCCc3c2nc2ccccc2c3C(=O)O)cc([N+](=O)[O-])c1O	0.2	17.5	11.6	0.1	i	37.3	6.5	-7.2	1.2	-0.8
OC(c1ccc(Cl)cc1)c1ncc(-c2cccc(F)c2)[nH]1 (stereo not drawn)	-0.2	-0.9	2.1	-0.9	i	x	4.4	11.5	19.9	-7.3
Cc1cc(F)cc(-c2cc(C(=O)NCc3ccc(C(F)(F)F)cc3)[nH]n2)c1	0.1	-1.2	9.7	-0.2	i	x	-3.5	15.5	2.1	2.4
Cc1c(NC(=O)CSc2ncccn2)c(=O)n(-c2ccccc2)n1C	-1.2	-2.7	7.0	-1.7	i	2.2	14.8	-10.8	2.6	0.7
O=C(/C=C/c1cccs1)Nc1sc2c(c1C(=O)O)CCCC2	-0.2	0.0	1.8	-0.5	i	-12.4	-6.1	20.2	-11.6	1.2
CSc1ccccc1C(=O)N1CCN(S(=O)(=O)c2sc(C(=O)O)c(C)c2C(=O)O)CC1	-0.2	1.0	7.0	-1.1	i	22.1	1.0	-1.2	7.6	2.9
NCCCN1CCOCC1	-0.3	-6.3	0.5	-10.2	i	-4.3	6.7	2.8	3.8	12.3
Cc1cc(NC(=O)c2oc3ccccc3c2C)ccc1-n1cnnn1	-0.9	1.1	-1.1	0.9	i	6.7	-4.8	3.2	-0.9	-9.9
CCn1c(C)cc2c(c1=O)C(c1ccccc1)C(C(=O)OC)=C(N)O2 (stereo not drawn)	-0.3	-1.8	-6.4	-0.3	i	-3.4	-2.0	8.8	-5.0	-2.2
CC(=O)Nc1ccc(NC(=O)c2cc(-c3ccc(F)cc3C)n[nH]2)cc1	0.3	-0.7	-4.3	-0.1	i	x	-12.4	22.6	-2.9	4.3
COC(=O)c1[nH]c2cc(OC)ccc2c1NC(=O)c1ccc2c(c1)OCO2	0.2	-1.2	-5.6	0.6	+	-8.0	20.7*	-7.7	9.2	-1.3
O=C(NC1CCCCC1)c1cccc(NC(=O)c2ccccc2Cl)c1	-0.3	1.3	-1.9	-1.1	i	x	-3.4	10.3	-3.7	1.3
CN(CCNC(=O)c1ccc(CS(=O)(=O)c2ccc(Br)cc2)o1)CCc1ccccc1	0.4	-3.6	0.9	-1.3	i	-4.5	17.1	-2.9	-4.2	-5.6
COCc1cc(C)nc2sc(C(=O)OC(C)C)c(N)c12	-1.8	0.7	-1.6	-0.2	x	2.9	3.5	0.8	-11.3	3.8
NS(=O)(=O)c1cccc(NC(=O)CSc2nnc(NC3CC3)s2)c1	-0.2	1.2	6.9	-1.2	i	x	10.9	24.0	0.9	0.8
CCOC(=O)[C@]12CCCC=C1N(Cc1ccccc1)C(=O)[C@H](CC(=O)NCC13CC4CC(CC(C4)C1)C3)C2	-0.9	x	x	1.2	i	x	-3.6	3.5	1.2	x
COc1cc(C(=C(CC(=O)O)C(=O)O)c2ccc3c(c2)OCO3)cc(OC)c1OC	-0.2	3.8	2.8	-1.0	i	2.2	1.5	-1.2	2.3	-0.5
CC(=O)C1=C(C)NC(SCC(N)=O)=C(C#N)C1c1sccc1C (stereo not drawn)	-0.2	1.8	-1.9	0.9	i	-10.7	2.2	4.2	-1.0	0.2
CCOC(=O)N1CCC(Nc2c(N3CCN(c4cccc(C(F)(F)F)c4)CC3)c(=O)c2=O)CC1	-0.2	-1.0	1.5	-0.6	i	-4.4	0.4	7.5	2.3	7.0
Cc1ccc(C)n1-c1sccc1C(=O)O	0.0	75.0*	106.8*	40.3	i	79.9*	-51.4	24.3	66.3*	17.7
Cc1cnc(C(=O)OCC(=O)Nc2ncc(Cl)cc2Cl)cn1	-0.2	-1.6	11.6	-0.7	i	9.3	-9.1	8.1	4.6	3.0
O=C(NCCc1ccccn1)c1ccc(S(=O)(=O)N2CCCCCC2)cc1	-0.6	1.6	-3.0	-1.3	i	-2.0	-11.3	39.4*	-0.2	2.7
Cn1nnnc1SCC(=O)N1CCCc2ccccc21	-0.8	-0.9	-11.6	-1.0	i	-1.9	0.0	13.5	0.3	-0.3
CN(C)c1cccc2c(C=C(C#N)C#N)ccc(N(C)C)c12	-0.9	2.3	-1.7	2.6	i	-4.2	-1.7	4.6	-6.0	2.6
O=C1C=C(O)CC(c2ccco2)C1 (stereo not drawn)	-0.9	0.6	79.6*	-0.7	i	44.4	-31.0	-1.1	17.9	-4.1
COc1ccccc1CCNS(=O)(=O)CCNC(=O)c1ccccc1	-0.4	-2.6	3.0	2.7	i	18.7	-6.4	5.2	-0.5	-4.2
Cc1ccc(C(=O)O)c(C(=O)Nc2nc(C)cs2)c1	-0.4	2.8	-3.0	-1.3	i	-7.0	-13.0	-3.5	0.8	-3.1
Cc1ccccc1-c1nnc(-c2cccc3ccccc23)o1	0.0	4.0	0.1	0.6	x	-8.1	11.0	18.1	1.4	3.1
C=CCOc1ccc(C2NC(=S)NC(c3ccccc3)=C2C(C)=O)cc1OC (stereo not drawn)	-0.9	-2.1	-0.8	-1.6	i	-3.5	-2.0	1.6	-0.7	-4.7
O=C(CSc1ccc(Cl)cc1)c1ccco1	-1.3	11.0	97.9*	20.4	i	72.9*	-14.8	-2.8	2.8	3.3

Source: PubChem BioAssay (several laboratories)

The order is random; overall some 4.6% were active at least once.
